HCV inhibitor: qHTS Assay for Inhibitors of Hepatitis C Virus (HCV); Huh7.5.1 HCVcc-Cre infection, luciferase reporter, 44 h; Potency, µM (top dose mostly 41.8 µM), without a hit: at the highest dose activity change, negative = inhibition, most hits filed as inhibitors; hit rate 3.4% among 340,000; further: potency means the concentration at half of the fitted maximal effect; on the % scale 0 is the no-effect control and ±100 the full control effect
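Luciferase read-out (15 sec integration) after a 15 min room-temperature substrate step quantifies HCVcc-Cre infection. Cells, 1,000 per well, had compound added 4 h post-plating, then virus at ~0.5 moi, and were cultured 44 h.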
CHX counter: Cycloheximide Counterscreen for Small Molecule Inhibitors of Shiga Toxin. cell reporter, cycloheximide protein synthesis inhibition counterscreen. max response, %. hit rate 12% among 300,000; in the data active means max response mostly above about 13%, no sharp cut-off; inactive means mostly below about 14%; further: read at 38.3 µM for the half of the compounds with a filed dose; 0% is about no effect
Shiga toxin inh: A qHTS for Small Molecule Inhibitors of Shiga Toxin | Vero cells, Shiga toxin protein synthesis inhibition reporter | inhibition, % at 38.7 µM | hit rate 9.2% among 290,000; in the data active means inhibition mostly above about 28%, no sharp cut-off; inactive means mostly below about 43%; further: 0% is about no effect
Pf growth 48h: Primary qHTS for delayed death inhibitors of the malarial parasite plastid, 48 hour incubation; AID 504832, 2011; Potency, µM (titrated, usually from 28.7 µM), inactives show top-dose activity change, negative = inhibition, actives largely listed as inhibitors; hit rate 5.9% among 310,000; P. falciparum luciferase growth in erythrocytes, 48 h; further: potency means the concentration at half of the fitted maximal effect; on the % scale 0 is the no-effect control and ±100 the full control effect
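Luminescence readout; reporter = integrated firefly luciferase in P. falciparum. RBC culture at 2% hematocrit, 0.1% parasitemia final, 37 C/5% CO2; decreased signal taken as growth inhibition.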
Pf growth 96h: Primary qHTS for delayed death inhibitors of the malarial parasite plastid, 96 hour incubation; P. falciparum luciferase reporter growth, 96 h; Potency, µM (series often up to 28.7 µM), inactives show at the top dose activity change, negative = inhibition, actives largely listed as inhibitors; hit rate 6.9% among 320,000; further: potency means the concentration at half of the fitted maximal effect; on the % scale 0 is the no-effect control and ±100 the full control effect
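Plates of compound plus infected erythrocytes (2% hematocrit, 0.05% parasitemia final) incubate 96 hours, 37 C, 5% CO2. Detection reagent added; reduced luminescence from the parasites' luciferase reporter flags inhibition.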
Giardia FBPA inh: qHTS Assay for Inhibitors of Fructose-1,6-bisphosphate Aldolase from Giardia Lamblia; A8B2U2; purified Giardia FBPA; Potency, µM (doses to about 59.6 µM), inactives show top-dose activity, negative = inhibition, usual class: inhibitors; hit rate 0.71% among 290,000; AID 2451, 2010; further: potency means the concentration at half of the fitted maximal effect; on the % scale 0 is the no-effect control and ±100 the full control effect; nearly all actives have a fitted effect of over 55% in size
Target sequence (A8B2U2 whole entry, looked up): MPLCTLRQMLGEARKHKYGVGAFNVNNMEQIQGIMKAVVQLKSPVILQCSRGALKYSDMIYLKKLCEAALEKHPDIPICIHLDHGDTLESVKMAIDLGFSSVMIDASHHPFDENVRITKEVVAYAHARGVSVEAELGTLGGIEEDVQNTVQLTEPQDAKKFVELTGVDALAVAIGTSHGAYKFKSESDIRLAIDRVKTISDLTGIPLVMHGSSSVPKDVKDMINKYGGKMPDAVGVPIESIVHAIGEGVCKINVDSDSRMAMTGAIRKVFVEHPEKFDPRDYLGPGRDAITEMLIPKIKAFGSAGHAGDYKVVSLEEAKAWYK
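40 nM FBPA preincubated 10 min at RT with compound (up to 57.5 uM final), then substrate plus GAPDH/TPI/NAD/arsenate coupling and diaphorase/resazurin added. Fluorescence read after 20 min at RT, 525/598 nm.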
The depositor's hits bear a star; ? = inconclusive; · = not tested or not shown; [ ] = dose if it differs, or a comment. Unless noted, the call rests on the fitted dose curve; in most records, active means well fitted curve in the direction sought with a large enough effect; inconclusive means small, poorly fitted or top-dose-only effect, or another doubt; inactive means no such curve, though single readings can be large; an effect the other way counts as inactive or inconclusive.

SMILES	HCV inhibitor	CHX counter	Shiga toxin inh	Pf growth 48h	Pf growth 96h	Giardia FBPA inh
COc1ccc(-n2cnnc2SCc2csc(-c3ccccc3)n2)cc1	-1%	-2	3	-30%	?	0%
C=CCCN([C@@H](C)C(=O)OC)S(=O)(=O)c1ccccc1Br	5%	-5	-5	0%	?	-6%
CN1CCC(Oc2ccc(Sc3ccccc3)cc2)CC1	?	68*	63*	76%[activator]	32%[activator]	-8%
O=c1[nH]c(/C(Cl)=C/c2cccc(F)c2)nc2cc(C(F)(F)F)ccc12	15%	3	3	15%	-15%	6%
Clc1ccccc1CNc1nc2ccccc2n2cnnc12	18%	-2	10	-3%	-1%	2%
CCCCCCCc1nc2sc3c(c2c(=O)n1N)CC(C)(C)OC3	3%	-1	-7	-5%	-25%	5%
CC(C)NC(=O)CN1C(=O)c2ccccc2S1(=O)=O	10%	5	-7	14%	18%	0%
O=C(Cc1ccccc1)NNC1CC(=O)N(c2ccc(Br)cc2)C1=O (stereo unspecified)	49%[activator]	-2	-14	13%	42%[activator]	2%
O=C(NCc1ccccc1C(F)(F)F)C1CCC(=O)N(CCCc2ccccc2)C1 (stereo unspecified)	16%	8	-11	4%	35%[activator]	·
COc1ccc(-c2[nH]ncc2/C=N\NC(=O)c2cccs2)cc1OC	-22%	36*	87*	2%	17%	·
CCc1ccccc1OCCCOc1ccc(OC)cc1	-11%	7	32	-1%	7%	1%
Cn1nc(-c2ccc(Cl)cc2)cc1NC(=O)Nc1ccccc1	-15%	31*	66*	55%[activator]	105%[activator]	2%
Cc1ccc2cc(NC(=O)c3ccccc3)ccc2n1	-28%	47*	67*	125%[activator]	289%[activator]	-11%
CCOC(=O)c1c(NC(=O)Cn2cnc3sc(C)c(-c4ccccc4)c3c2=O)sc(C)c1C	0%	-1	-5	?	?	-8%
Cc1ccc(/C(O)=C2\C(=O)C(=O)N(C)C2c2ccc([N+](=O)[O-])cc2)cc1 (stereo unspecified)	0%	-2	·	-24%	-15%	-8%
Cc1cc(NS(=O)(=O)c2ccc(NC(=O)COc3c(C)cc(Br)cc3C)cc2)no1	7%	-4	-21	-7%	9.3µM*	-7%
CCCN(CC#CCO)CCC	-8%	-2	-2	11%	0%	2%
COc1ccc(CCNC(=O)CSc2nc(O)c(C(C)C)c(=O)[nH]2)cc1OC	4%	-5	8	-23%	14%	0%
Cc1ccc(C(=O)NC(=S)NNS(=O)(=O)c2ccccc2)cc1	1%	-2	-3	-11%	?	-24%
CC(C)COC(=O)NCCCOC(=O)Nc1ccccc1	8%	37*	16	38%[activator]	?	3%
COc1cc(/C=N\NC(=O)c2ccc(Cl)cc2)ccc1Oc1ccc([N+](=O)[O-])cn1	?	7	33	-17%	-1%	9%
CCOC(=O)Cn1nnnc1CN(Cc1cccs1)Cc1cc2cc(C)ccc2[nH]c1=O	27%	1	-5	-15%	·	0%
CC1(C)CC(=O)C2=C(C1)NC(=O)NC2c1ccc(Cl)cc1 (stereo unspecified)	20%	-2	-2	-5%	-9%	-2%
COC(=O)C1=C(c2ccccc2OCc2ccccc2)C[C@@H]2CC[C@H]1N2C(=O)NCc1ccc(OC)cc1	11µM*	·	·	13µM*	?	·
Cc1ccc(S(=O)(=O)N(C)CC(=O)Nc2ccc3c(c2)OCO3)cc1	-28%	1	25	6%	0%	1%
CCOC(=O)Nc1ccc2c(c1)N(C(=O)N(CC)CC)c1ccccc1CC2	-20%	-5	-14	12µM*	?	-3%
O=C(CSc1ncn(-c2ccccc2)n1)Nc1nc(-c2ccccc2)cs1	0%	-3	-3	23%	26%	3%
Cc1ccccc1C(=O)N=c1ccn(-c2nc3ccccc3nc2NS(=O)(=O)c2ccc(F)cc2)cc1	-21%	-1	-4	-13%	-6%	-6%
C[C@@H](C(O)c1ccccc1)N(C)C(=O)CCc1ccccc1 (stereo partly specified)	3%	-2	-8	-11%	16%	6%
Cc1ccc(NC(=O)CSc2ccccc2)cc1S(=O)(=O)N1CCCCC1	13µM*	·	·	?	?	·
Cc1ccc(S(=O)(=O)/N=C(\Sc2ccccc2)c2ccccc2)cc1	?	8	-5	-12%	22%	3%
O=C(Nc1nc(COc2ccccc2)cs1)C12CC3CC(CC(C3)C1)C2	?	19	27	·	?	-4%
CCOC(=O)C1(CCCc2ccccc2)CCN(C(=O)COC)CC1	-3%	-3	10	-8%	-13%	0%
COc1ccccc1NC(=O)CCN1CC(C)OC(C)C1 (stereo unspecified)	?	2	9	-7%	-17%	-13%
CC(C)Oc1ccc(/C(O)=C2/C(=O)C(=O)N(Cc3cccnc3)C2c2ccco2)cc1 (stereo unspecified)	?	62*	72*	9%	97%[activator]	15%
O=C(CCNC(=O)c1ccc(Br)cc1)Nc1ccccc1N1CCCCC1	-10%	·	·	?	?	·
CC(C)(C)N1CC(C(=O)Nc2cccc(Cl)c2Cl)CC1=O (stereo unspecified)	1%	-4	-4	13%	-11%	10%
C=CCn1c(NCc2ccc(OC)cc2O)nc2ccccc21	?	33*	23*	?	2.9µM*	9%
COc1ccc(CSCCN)cc1Cl	31%[activator]	3	18	11%	·	18%
COc1ccc(S(=O)(=O)N(C)CC(=O)N2CCC(C)CC2)cc1Cl	5%	-2	-4	15%	20%	2%
COc1ccc(OC)c(C(=O)CSc2nnc(-c3cccs3)o2)c1	-17%	-4	-15	-23%	17%	-7%
CN1CCN(c2nc3ccccc3c(=O)n2-c2ccccc2)CC1	6%	9	3	6%	-21%	-10%
O=C(CSc1nc(CCC2CCCC2)nc2ccccc12)NCc1ccc2c(c1)OCO2	?	0	-4	-19%	?	5%
COCCCn1c(CCC(=O)O)ccc1-c1cccs1	-16%	-4	12	-25%	·	1%
O[C@@H]1CN(Cc2ccc(-n3cccn3)cc2)CC[C@H]1N1CCN(c2ccccc2F)CC1	8.9µM*	-1	·	?	10µM*	4%

Overlap with the part before: 6 entries; new compounds follow.
SMILES	HCV inhibitor	CHX counter	Shiga toxin inh	Pf growth 48h	Pf growth 96h	Giardia FBPA inh
COc1ccc(S(=O)(=O)N(C)CC(=O)N2CCC(C)CC2)cc1Cl	5%	-2	-4	15%	20%	2%
COc1ccc(OC)c(C(=O)CSc2nnc(-c3cccs3)o2)c1	-17%	-4	-15	-23%	17%	-7%
CN1CCN(c2nc3ccccc3c(=O)n2-c2ccccc2)CC1	6%	9	3	6%	-21%	-10%
O=C(CSc1nc(CCC2CCCC2)nc2ccccc12)NCc1ccc2c(c1)OCO2	?	0	-4	-19%	?	5%
COCCCn1c(CCC(=O)O)ccc1-c1cccs1	-16%	-4	12	-25%	·	1%
O[C@@H]1CN(Cc2ccc(-n3cccn3)cc2)CC[C@H]1N1CCN(c2ccccc2F)CC1	8.9µM*	-1	·	?	10µM*	4%
CCOC(=O)c1ccc(COC(=O)CCc2nc(-c3ccccc3)c(-c3ccccc3)o2)cc1	2%	4	34	·	18%	-3%
Cn1c(=O)c2c(nc(CN3CCN(c4ccccc4)CC3)n2Cc2c(F)cccc2Cl)n(C)c1=O	-18%	1	-3	?	5.2µM*	-6%
CC(C)=CC(=O)Oc1ccc(C(=O)N(C)c2ccccc2I)cc1	·	-2	18	·	·	5%
Cc1ccc(-n2nnnc2SCC(=O)N2CCCCC2)cc1	13%	0	-3	·	?	0%
O=C(NCc1ccccc1)[C@@H]1CSC2c3ccccc3C(=O)N21 (stereo partly specified)	6%	-1	11	·	59%[activator]	2%
COc1ccc(C(=O)CC(=O)c2ccc(OC)cc2)cc1	1%	26*	33	-4%	0%	2%
CCOC(=O)C1=C(CC)Nc2ccccc2N=C1NC(=O)c1cccc(S(=O)(=O)N2CCCC2)c1	-6%	-3	-3	?	40%[activator]	-1%
CCCCOc1ccc(NC(=O)CN2CCN(Cc3ccccc3)CC2)cc1	-17%	-2	-2	-13%	?	-1%
C=CCn1c(SCC(=O)N(C)C)nc2cc(C(=O)O)ccc2c1=O	15%	-2	-22	-2%	8%	2%
CCn1c2ccccc2c2cc(NC(=O)C(=O)NCC3CCCO3)ccc21 (stereo unspecified)	?	-2	5	?	-6%	0%
Cc1c(C(=O)Nc2cccc(Cl)c2)c2ccccn2c1CCc1ccncc1	?	12	37*	0%	?	-11%
CCC(=O)Nc1cc2nn(-c3ccccc3)nc2cc1Cl	-18%	43*	80*	200%[activator]	-3%	3%
C=CCn1c(Cc2cccs2)nnc1SCC(=O)Nc1ccc(OC)cc1	-23%	-3	-6	7%	?	-16%
COc1ccc(OC)c(S(=O)(=O)N2CCC(C(=O)NCc3ccccc3)CC2)c1	-6%	8	21	-22%	?	9%
CCc1ccc(CN(C)C(=O)CCc2nc3ccccc3n(-c3ccc(OC)cc3)c2=O)cc1	?	4	-18	?	13µM*	-4%
CCCN1Cc2cccc(C(=O)Nc3cc(OC)cc(OC)c3)c2C1=O	-25%	2	-5	6%	·	4%
COc1ccc(OC)c(-c2csc(NC(=O)c3ccc(F)cc3)n2)c1	?	14	12	?	?	22µM*
O=C(C1CC(=O)N(C2CCCCC2)C1)N1CCc2ccccc21 (stereo unspecified)	12%	1	17	-20%	47%[activator]	3%
CCOC(=O)CCCNC(=O)COC(=O)/C=C/c1ccc2c(c1)OCO2	7%	-2	17	397%[activator]	66%[activator]	7%
O=C(C1CCCCC1)N(Cc1nc2sc3c(c2c(=O)[nH]1)CCCC3)Cc1cccs1	-17%	-3	50	18%	·	15%
CCN(CC)CCC(=O)c1ccc(F)cc1	19%	-4	16	22%	13%	-3%
CCOc1ccc2[nH]c(=O)c(CN(CCO)C(=O)c3ccccc3F)cc2c1	14%	0	-10	18%	41%[activator]	1%
O=C1CCc2cc(S(=O)(=O)NC(C(=O)N3CCN(c4ccccn4)CC3)c3ccccc3)ccc2N1 (stereo unspecified)	-16%	-2	-8	-11%	?	5%
O=[N+]([O-])c1ccc(N2CCN(S(=O)(=O)c3ccccc3[N+](=O)[O-])CC2)cc1NCc1cccnc1	-19%	-1	1	8.3µM*	10µM*	-2%
COc1ccccc1C(=O)N1N=C(c2ccc(NS(C)(=O)=O)cc2)CC1c1cccs1 (stereo unspecified)	4%	1	-5	-7%[0.00184 µM]	15%	-2%
O=C(c1cccc(S(=O)(=O)N2CCc3ccccc32)c1)N1CCc2ccccc2C1	?	·	·	-7%	31%[activator]	·
COc1ccc(OC)c2[nH]c(C(=O)N/N=C/c3ccccc3O)cc12	3.2µM*	-2	10	·	?	-19%
CC(C)(OC(=O)c1ccc(F)cc1)c1cc2ccccc2c(=O)o1	?	·	·	1%	35%[activator]	·
c1ccc(CN=C2NN=C(c3ccccc3)CS2)cc1	?	55*	62	?	167%[activator]	2%
CC(C)CN1CCN(Cc2cccn2-c2ccc(Cl)cn2)CC1CCO (stereo unspecified)	28%	6	-10	?	14%	0%
CCOC(=O)COc1ccc(C(=O)CC)cc1OC	6%	10	3	3%	35%[activator]	4%
CC(=O)Nc1ccc(S(=O)(=O)N2CCN(Cc3cccnc3)CC2)cc1	-11%	-3	-4	8%	·	?
Cc1nc2ccccc2c(=O)n1NC(=O)c1ccc(Cl)cc1	15%	1	11	-7%	?	7%
CCOc1ccccc1NC(=O)CCC(=O)Nc1ccc2nc(N3CCN(C)CC3)cc(C)c2c1	?	1	-18	?	55%[activator]	1%
O=C(CSc1nc2ccccc2c(=O)n1-c1ccc(OC(F)F)cc1)NC1CC1	-5%	·	·	38%[activator]	-9%	·

From PubChem
